From PubChem BioAssay
CHO parental Ca: counter-screen: ATP calcium response change in parental CHO cells. parental CHO-K1, ATP-induced calcium, Fluo-8 fluorescence. inhibition, % at 5.6 µM. 330,000 compounds, 0.63% hits. AID 463079;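 active = inhibition above that plate's mean sample inhibition plus 3 SD, cut at about 26% in these data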;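 also: 0% = ATP-challenged DMSO wells and 100% = DMSO wells without ATP; some compounds past the cut are filed as inactive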
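Assay system – parental CHO cells · Reagent – ATP stimulus · Detection – intracellular calcium via Fluo-8 no-wash fluorescent dye · Evaluation – percent inhibition of ATP-evoked calcium rise, normalized to controls · Controls – ATP wells versus no-ATP DMSO wells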
M4 ag: CHRM4 agonism in calcium assay. 360,000 compounds, 0.14% hits. activation, % at 3 µM. CHO-K1 hM4/Gqi5, Fluo-8 calcium fluorescence; vehicle 0%, full acetylcholine response 100%. P08173. AID 624127;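 active = activation above the run mean over all test wells plus 3 SD, cut at about 32% in these data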;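 also: peak over basal fluorescence ratio per well then scaled between controls; 0% = DMSO wells and 100% = acetylcholine at EC100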
Target sequence (P08173 whole entry, looked up): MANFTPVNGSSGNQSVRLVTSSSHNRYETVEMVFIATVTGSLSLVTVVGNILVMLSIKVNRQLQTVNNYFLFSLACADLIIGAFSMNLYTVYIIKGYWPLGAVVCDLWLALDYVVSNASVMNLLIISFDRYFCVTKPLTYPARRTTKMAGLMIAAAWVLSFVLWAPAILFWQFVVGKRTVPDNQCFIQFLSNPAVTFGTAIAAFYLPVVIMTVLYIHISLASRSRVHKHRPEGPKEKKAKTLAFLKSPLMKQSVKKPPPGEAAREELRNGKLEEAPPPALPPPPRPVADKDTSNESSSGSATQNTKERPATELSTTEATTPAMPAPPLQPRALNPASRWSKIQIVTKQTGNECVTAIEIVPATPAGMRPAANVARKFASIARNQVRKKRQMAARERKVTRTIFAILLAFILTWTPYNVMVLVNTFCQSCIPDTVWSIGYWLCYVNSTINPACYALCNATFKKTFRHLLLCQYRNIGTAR
CHRM1 PAM: positive allosteric modulators of human M1 muscarinic receptor. CHO-K1 hM1, Fluo-8 calcium fluorescence, ACh EC20; 0% = ACh EC20, 100% = maximal ACh. 360,000 compounds, 0.088% hits. activation, % at 3 µM; in the data active = activation above about 19%, passing the limit was not always enough
OXTR potentiate: human OXTR potentiation; 320,000 compounds, 0.061% hits; CHO-OTR cells, Fluo-8 calcium fluorescence, potentiator mode; 0% = oxytocin EC15, 100% = EC100; P30559; activation, % at 3 µM;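 active = activation above that plate's cutoff, the mean activation of tested compounds plus 3 SD, cut at about 6.6% in these data, passing the limit was not always enough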;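 also: 100% uses oxytocin at 75 nM as the full agonist control; some results filed as inactive read as strong as hits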
Target sequence (P30559 whole entry, looked up): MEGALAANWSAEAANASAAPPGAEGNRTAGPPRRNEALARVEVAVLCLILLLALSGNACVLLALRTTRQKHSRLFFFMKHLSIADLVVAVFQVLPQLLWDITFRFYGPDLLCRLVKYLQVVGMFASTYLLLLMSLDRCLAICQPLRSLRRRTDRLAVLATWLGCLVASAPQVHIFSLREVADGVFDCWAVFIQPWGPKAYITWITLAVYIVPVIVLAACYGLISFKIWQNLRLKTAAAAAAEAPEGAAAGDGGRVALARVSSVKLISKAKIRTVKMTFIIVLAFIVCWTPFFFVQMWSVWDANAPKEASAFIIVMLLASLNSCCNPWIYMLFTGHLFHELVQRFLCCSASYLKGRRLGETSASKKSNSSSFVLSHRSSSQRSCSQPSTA
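System: human OTR in CHO cells; Also added: sub-maximal oxytocin, roughly EC15; Timing: compound 6 min at room temperature before oxytocin, 100 s read; Technique: Fluo-8 intracellular calcium fluorescence, ex 470-495, em 515-575 nm; Controls: oxytocin EC15 low and EC100 high; Replication: singlicate.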
CHO-K1 Ca antag: M1 antagonist counterscreen hit in parental CHO-K1 cells | ATP-induced calcium, Fluo-8 fluorescence | inhibition, % at 3 µM | 360,000 compounds, 0.6% hits | AID 602250;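 active = inhibition above a per-plate cutoff, the plate's mean sample inhibition plus 3 SD, cut at about 24% in these data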;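 also: 0% = DMSO plus EC80 ATP and 100% = DMSO alone without ATP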
CHO-K1 Ca ag: counter-screen for M1 agonists: effect in parental CHO-K1 cells; Fluo-8 calcium fluorescence; scaled to maximal ATP response, vehicle zero; activation, % at 3 µM; 360,000 compounds, 0.48% hits; AID 602248; in the data active = activation above about 15%;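 also: untransfected CHO-K1 host cells lacking M1 receptor as counterscreen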
CHRM4 antagonist: CHRM4 antagonism in calcium assay | P08173 | 360,000 compounds, 0.73% hits | inhibition, % at 3 µM | CHO-hM4 cells, ACh EC80, Fluo-8 calcium fluorescence;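 active = inhibition above its plate's cutoff, the mean inhibition of sample wells plus 3 SD, cut at about 27% in these data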;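 also: 0% = acetylcholine EC80 with DMSO and 100% = DMSO without agonist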
M1 ag: human M1 muscarinic receptor agonism; 360,000 compounds, 0.33% hits; P11229; activation, % at 3 µM; CHO-K1 hM1, Fluo-8 calcium fluorescence, agonist mode; 0% DMSO, 100% acetylcholine EC100;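 active = activation above the run's mean compound activation plus 3 SD, cut at about 16% in these data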;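 also: peak over basal fluorescence ratio within a 140 s kinetic read after compound addition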
M1 antag: blocks human M1 muscarinic receptor; P11229; CHO-K1 hM1, Fluo-8 calcium fluorescence, ACh EC80 antagonist; inhibition, % at 3 µM; 360,000 compounds, 1.3% hits;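 active = percent inhibition above its own plate's cutoff, namely the mean of that plate's compound wells plus 3 SD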;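 also: peak over basal fluorescence ratio during 140 s after agonist addition; 0% = ACh EC80 plus DMSO and 100% = DMSO alone without agonist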
The depositor's hits bear a star; nt = no result given.

Start of the data: the first 13 compounds, ahead of the listing:
SMILES	CHO parental Ca	M4 ag	CHRM1 PAM	OXTR potentiate	CHO-K1 Ca antag	CHO-K1 Ca ag	CHRM4 antagonist	M1 ag	M1 antag
CCCc1cc(=O)oc2cc(OCC(=O)NCCN3CCOCC3)c(Cl)cc12	nt	2	4	nt	-9	1.1	-28	-6	-10
CCN(Cc1ccccc1)C(=O)C(C)OC(=O)c1cc(S(=O)(=O)Nc2c(C)n(C)n(-c3ccccc3)c2=O)ccc1C (stereo not given)	-24	1	4	-5	4	-0.6	-12	-13	-8
COc1ccc(C(=O)Nc2cccc(-c3ccc4nncn4n3)c2)cc1OC	1	1	5	3	-7	1.2	1	-4	-8
Cc1nc2ccc(NC(=O)c3ccc(Cl)c(NC(=O)c4cccs4)c3)cc2s1	-12	6	10	-5	5	0.6	3	1	-10
CCOC(=O)C1CCN(CCC(=O)Nc2cc(C)ccc2C)CC1	-15	1	-2	-5	-4	16*	3	-3	2
CCOc1ccc(NC(=O)COc2cccc3cccnc23)cc1S(=O)(=O)N1CCCC1	nt	14	-9	nt	-4	5.9	-7	-2	9
CC(=O)Oc1ccc([C@@H]2COc3c(ccc4c3C=CC(C)(C)O4)C2)c(OC(C)=O)c1	-11	0	-2	0	5	0.9	-10	-3	5
CC1C(=O)N(Cc2cn(CCC3OCCO3)nn2)CCS(=O)(=O)N1Cc1ccc(-c2ccc(Cl)c(Cl)c2)cc1 (stereo not given)	nt	22	-7	nt	-1	8.8	19	2	17
CCC(C)N(C(=O)COC(=O)/C=C/c1ccc(O)c(OC)c1)C1CCS(=O)(=O)C1 (stereo not given)	-4	1	-3	-9	6	0.2	-1	-5	5
Cc1ccc(NC(=O)c2c(C)nc3ccccn23)cc1C	-21	2	6	-12	-21	1.4	7	-9	-1
COC(=O)C1[C@H]2SC(C)(C)C(C(=O)OC)N2C(=O)N1Cc1nc2ccccc2s1 (stereo not given in full)	-6	2	-4	-17	-14	2.0	1	-6	4
O=C(NCCNC(=O)c1ccccn1)c1ccc(-c2ccccc2)cc1	-23	9	13	0	-5	2.6	5	3	-12
Cc1cc(C)cc(-n2ncc3c2CCCC3NC(=O)c2cc(C)oc2C)c1 (stereo not given)	-23	7	8	-13	-5	5.7	5	-1	-6

The list itself, repeating the preview:
SMILES	CHO parental Ca	M4 ag	CHRM1 PAM	OXTR potentiate	CHO-K1 Ca antag	CHO-K1 Ca ag	CHRM4 antagonist	M1 ag	M1 antag
CCCc1cc(=O)oc2cc(OCC(=O)NCCN3CCOCC3)c(Cl)cc12	nt	2	4	nt	-9	1.1	-28	-6	-10
CCN(Cc1ccccc1)C(=O)C(C)OC(=O)c1cc(S(=O)(=O)Nc2c(C)n(C)n(-c3ccccc3)c2=O)ccc1C (stereo not given)	-24	1	4	-5	4	-0.6	-12	-13	-8
COc1ccc(C(=O)Nc2cccc(-c3ccc4nncn4n3)c2)cc1OC	1	1	5	3	-7	1.2	1	-4	-8
Cc1nc2ccc(NC(=O)c3ccc(Cl)c(NC(=O)c4cccs4)c3)cc2s1	-12	6	10	-5	5	0.6	3	1	-10
CCOC(=O)C1CCN(CCC(=O)Nc2cc(C)ccc2C)CC1	-15	1	-2	-5	-4	16*	3	-3	2
CCOc1ccc(NC(=O)COc2cccc3cccnc23)cc1S(=O)(=O)N1CCCC1	nt	14	-9	nt	-4	5.9	-7	-2	9
CC(=O)Oc1ccc([C@@H]2COc3c(ccc4c3C=CC(C)(C)O4)C2)c(OC(C)=O)c1	-11	0	-2	0	5	0.9	-10	-3	5
CC1C(=O)N(Cc2cn(CCC3OCCO3)nn2)CCS(=O)(=O)N1Cc1ccc(-c2ccc(Cl)c(Cl)c2)cc1 (stereo not given)	nt	22	-7	nt	-1	8.8	19	2	17
CCC(C)N(C(=O)COC(=O)/C=C/c1ccc(O)c(OC)c1)C1CCS(=O)(=O)C1 (stereo not given)	-4	1	-3	-9	6	0.2	-1	-5	5
Cc1ccc(NC(=O)c2c(C)nc3ccccn23)cc1C	-21	2	6	-12	-21	1.4	7	-9	-1
COC(=O)C1[C@H]2SC(C)(C)C(C(=O)OC)N2C(=O)N1Cc1nc2ccccc2s1 (stereo not given in full)	-6	2	-4	-17	-14	2.0	1	-6	4
O=C(NCCNC(=O)c1ccccn1)c1ccc(-c2ccccc2)cc1	-23	9	13	0	-5	2.6	5	3	-12
Cc1cc(C)cc(-n2ncc3c2CCCC3NC(=O)c2cc(C)oc2C)c1 (stereo not given)	-23	7	8	-13	-5	5.7	5	-1	-6
COC(=O)c1ccc(CNC(=O)COC(=O)COc2ccc(OC)cc2)cc1	12	2	8	-7	-10	1.3	-18	-6	-2
O=C(NCCOc1cccc(Cl)c1Cl)c1cc(-n2cnnc2)ccc1Cl	3	4	-2	-9	-6	2.4	6	-7	6
O=C(NCc1ccc2c(c1)OCO2)c1c[nH]c2ccc(S(=O)(=O)N3CCOCC3)cc2c1=O	-18	2	7	-3	-27	0.0	-9	-5	-12
COc1ccc(CNC(=O)C2CC(c3ccccc3[N+](=O)[O-])=NO2)cc1 (stereo not given)	-7	3	12	1	-5	-0.8	-18	-1	-6
CN1CCN(CCNC(=O)Cn2c(=O)c3cccn3c3ccc(F)cc32)CC1	-11	1	12	-11	-18	0.2	-13	-4	-7
COc1ccccc1S(=O)(=O)Nc1ccc(S(=O)(=O)Nc2nccs2)cc1	-3	1	6	-2	7	0.0	7	-4	-7
CCCCN1CC(=O)N2[C@H]3c4cc(Cl)ccc4OC[C@@H]3[C@H](C(=O)OCC)[C@]2(C)C1=O	-14	4	14	-6	-17	1.0	-5	-3	-4
CCOC(=O)[C@@H]1[C@H]2COc3ccccc3[C@@H]2N2C(=O)N(c3ccc(C)cc3)C(=O)[C@]12C	-22	-1	2	-1	-13	-0.2	-3	-8	2
CC(=O)NC1CCC(C(=O)O)(c2ccccc2)C1 (stereo not given)	-6	1	7	1	-15	0.5	0	2	-13
Cn1nccc1C(=O)NCCN1C(=O)OC(C)(C)C1(C)O (stereo not given)	-4	0	7	-2	-4	-0.1	-1	-2	-7
CCCCn1c(N)c(N(CCC(C)C)C(=O)c2ccccc2-n2cnnn2)c(=O)[nH]c1=O	nt	0	10	nt	5	5.5	1	-1	-14
O=C(CN1C(=O)NC2(CCCCCC2)C1=O)c1cccs1	-7	0	0	-1	3	-0.2	13	-4	-1
Cc1ccc2cc(CN(Cc3ccco3)C(=O)c3ccco3)c3nnnn3c2c1	-18	12	-1	-8	-7	4.3	-4	-5	0
CCN1C(=O)c2cccc3c(NC(=O)c4ccc(S(=O)(=O)N(C)C)cc4)ccc1c23	-15	4	-7	-8	2	1.7	-5	-3	8
CC(O)CNc1nc2c(c(=O)n(C)c(=O)n2C)n1Cc1cccc(Br)c1 (stereo not given)	8	2	18	-13	3	0.8	-4	3	-6
N#CC1(CCCN2CCCCC2)c2ccccc2CCc2ccccc21	-17	9	-25	-1	-14	2.0	26*	-5	68*
Cc1ccsc1/C=N/NC(=O)C(O)c1ccccc1 (stereo not given)	7	1	4	-20	-8	0.8	4	-2	-8
CCC1CCCCN1S(=O)(=O)c1ccc(NC(=O)c2ccncc2)cc1 (stereo not given)	42*	20	-13	-18	12	16*	9	4	34*
CCC(COC(=O)Nc1ccccc1)NC(=O)OC(C)C (stereo not given)	-3	0	9	-2	-1	-0.1	-5	-8	-9
CC1(C)CC(C)(c2ccc(O)cc2O)N(c2cccc(Cl)c2)C(=S)N1 (stereo not given)	-17	1	-1	-4	-20	-0.1	-11	-6	-23
CC(=O)Nc1c(O)n(C)c2ccccc12	-5	1	14	-4	-10	0.2	8	2	-32
CCc1ccc(NC(=O)c2cc3c(C)nc4ccccc4c3o2)cc1	-33	1	0	-10	-10	0.5	-9	-9	-13
Cc1ccc(CSc2nncn2-c2ccccn2)cc1	15	0	6	-5	-9	0.2	-9	-1	-20
CC1(c2ccc(Cl)cc2)NC(=O)N(CC(=O)Nc2ccc(F)cc2)C1=O (stereo not given)	-3	11	5	-9	-1	6.2	2	6	5
COc1ccc(OC)c(S(=O)(=O)N2C(C)CCCC2C)c1 (stereo not given)	-1	0	6	0	-7	-0.2	4	-6	-20
COc1ccc(NC(C)=O)cc1S(=O)(=O)N1CCN(C/C=C/c2ccccc2)CC1	-21	2	2	-3	-8	2.4	-4	-4	-4
O=c1ccc(Br)c[nH]1	-10	1	2	-4	-18	0.6	-8	-2	5
O=C(O)C(c1ccccc1)N1C(=O)/C(=C\c2ccc(O)c(O)c2)SC1=S (stereo not given)	12	35*	-9	-15	0	8.9	15	13	17
COc1ccc2c(C#N)c3ccccn3c2c1	-4	1	10	-5	-11	0.9	2	-11	-3
COc1ccc(-c2sc(C(=O)c3ccc(Cl)cc3Cl)cc2CC(=O)O)cc1	-2	1	-1	-15	1	4.7	-2	-7	3
Cc1cc(C)c2cccc(NC(=S)NC(=O)c3ccccc3)c2n1	-28	2	4	-2	1	0.2	-5	-4	-1
Cc1ccc(NC(=O)C(=O)NCCOc2ccccc2Cl)cc1	-14	1	7	-4	2	0.1	-1	-5	-7
Clc1ccc(Nc2ncnc3c2cnn3-c2ccccc2)cc1	-9	-1	-9	-8	7	0.3	-5	-4	14
CC(C)(C)c1ccc(C(=O)N/C(=C\c2cccs2)C(=O)NCc2ccco2)cc1	-16	6	-3	-19	3	3.3	-1	-2	6
CC(C)n1c(-c2ccc(C(C)(C)C)cc2)n[nH]c1=S	-8	6	-18	-12	-21	9.7	-2	-5	26
Cc1cccc(-n2nc3c(c2NC(=O)C(C)C)CS(=O)(=O)C3)c1C	-13	1	-10	2	-1	0.5	11	0	20
Cc1cc(C)cc(C(=O)NCC(=O)OCc2nc(N)nc(Nc3ccccc3C)n2)c1	-34	-1	3	3	-8	-2.0	-1	-6	1
CC(C)C(NS(=O)(=O)c1cccs1)C(=O)NCCN1CCN(c2ccccc2)CC1 (stereo not given)	-16	1	3	-13	11	0.9	-10	-4	-1
CC(C(=O)Nc1cccnc1)N1C(=O)c2ccccc2C1=O (stereo not given)	-1	2	6	-4	-15	1.1	-4	-6	-2
Cc1cccc(N=Nc2c(C)[nH]n(-c3ccccc3)c2=O)c1	-14	0	1	-8	-10	0.8	-11	-3	-2
CCCn1c(SCC(=O)NC2CCCCC2)nnc1C1CC1	-12	1	-3	-5	13	0.4	6	0	14
CC(=O)N1CCSc2ccc(S(=O)(=O)NCc3ccc(F)cc3)cc21	-4	9	3	-10	-8	11	2	2	-10
COCCNC(=O)C1(C)CCCN(C(=O)c2cccc(Cl)c2)C1 (stereo not given)	nt	0	7	nt	1	0.2	-10	-1	-10
CCOC(=O)C(CC)Sc1nc2c(cnn2-c2ccc(F)cc2)c(=O)[nH]1 (stereo not given)	-6	-1	5	-9	-6	0.7	0	-5	-6
